# Compound activity (PubChem BioAssay)
# PI5P4K alpha inh: PI5P4K alpha (human) kinase inhibition; P48426; PI5P4Kalpha enzyme, ADP-Glo luminescence, 60 min; stronger effect = lower value; max response, %; hit rate 1.2% among 330,000; active = max response of -50% or lower; inconclusive = between -30% and -50%; inactive = -30% or higher; note: value at the top dose of about 77 µM; % is set by controls: 0 for no effect and ±100 for the full control effect
#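 Quantitative HTS of the MLSMR library against PI5P4Kalpha with substrate. ATP added last at 5 microM final; room temperature, 60 minutes. Remaining ATP depleted, ADP converted and read as luminescence.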
# EPAC1 antag: antagonists of human EPAC1; EPAC1 GEF assay, Rap1b-BODIPY-GDP exchange fluorescence; Potency, µM (series often up to 115 µM), inactives show top-dose activity change, negative = inhibition, most hits filed as inhibitors; hit rate 0.14% among 360,000; AID 720709;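 note: potency is the fitted concentration of half-maximal effect; plate controls were vehicle for no effect and positive control for full effect; nearly all actives have a fitted effect of over 50% in size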
# Target sequence (O95398 whole entry, looked up): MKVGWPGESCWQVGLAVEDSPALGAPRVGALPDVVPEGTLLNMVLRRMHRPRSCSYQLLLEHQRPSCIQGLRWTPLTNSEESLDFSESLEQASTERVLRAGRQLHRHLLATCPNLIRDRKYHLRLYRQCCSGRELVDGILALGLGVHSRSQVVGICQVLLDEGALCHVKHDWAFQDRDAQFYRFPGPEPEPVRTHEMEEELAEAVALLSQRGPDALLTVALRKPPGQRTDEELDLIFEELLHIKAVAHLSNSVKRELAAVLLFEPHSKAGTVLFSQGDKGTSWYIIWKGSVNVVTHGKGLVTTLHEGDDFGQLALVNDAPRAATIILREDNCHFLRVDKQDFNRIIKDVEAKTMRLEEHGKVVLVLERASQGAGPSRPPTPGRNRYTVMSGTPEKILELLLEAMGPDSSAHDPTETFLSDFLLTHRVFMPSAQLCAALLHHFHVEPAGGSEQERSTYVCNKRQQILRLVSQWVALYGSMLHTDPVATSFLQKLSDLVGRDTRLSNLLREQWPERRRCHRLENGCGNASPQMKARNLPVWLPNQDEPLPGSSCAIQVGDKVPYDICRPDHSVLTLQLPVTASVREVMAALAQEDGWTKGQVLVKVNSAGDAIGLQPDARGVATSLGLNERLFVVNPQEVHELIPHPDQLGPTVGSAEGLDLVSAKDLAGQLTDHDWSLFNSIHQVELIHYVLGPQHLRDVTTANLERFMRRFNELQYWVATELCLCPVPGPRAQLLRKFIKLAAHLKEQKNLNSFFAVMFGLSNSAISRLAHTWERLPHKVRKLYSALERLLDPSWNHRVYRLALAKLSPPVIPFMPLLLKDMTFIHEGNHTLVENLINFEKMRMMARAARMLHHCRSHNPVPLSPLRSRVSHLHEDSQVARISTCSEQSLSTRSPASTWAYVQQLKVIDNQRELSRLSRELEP
# EPAC1 agonist: EPAC1 (human) agonism. O95398. EPAC1 agonist qHTS, biochemical assay; response scale: 100% = response to 6.5 mM cAMP. Potency, µM (top dose mostly 154 µM), for inactives: at the highest dose activation, actives largely listed as activators. hit rate 0.073% among 360,000. AID 720707; note: potency is the fitted concentration of half-maximal effect; nearly all actives have a fitted effect of over 60% in size
#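 Compounds were pinned as a concentration titration into mixtures of EPAC1 (100 nM), BODIPY-GDP-loaded Rap1B (250 nM) and GDP (50 uM). After 5 min at room temperature, fluorescence was followed for 30 min; activity was scaled to 6.5 mM cAMP.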
# EPAC2 ag: activates human EPAC2 exchange factor | Q8WZA2 | EPAC2 activation, biochemical qHTS; response scale: 100% = 6.5 mM cAMP response | Potency, µM (highest dose often 154 µM), for inactives: top-dose activation, hits mostly activators | hit rate 0.079% among 360,000 | AID 720711; note: potency is the fitted concentration of half-maximal effect; nearly all actives have a fitted effect of over 50% in size
#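 Readout is BODIPY fluorescence (480 nm excitation, 540 nm emission), which falls as labeled GDP is exchanged off Rap1B. EPAC2 at 100 nM acted on 250 nM RAP1B-BODIPY-GDP with 50 uM GDP present.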
# CCT modulator: modulators of cytosolic chaperonin (CCT/TRiC) activity. activity change, % (no concentration beside the values), hits read low. hit rate 0.3% among 360,000. purified chaperonin ATPase assay, HTRF ADP detection, 30 min. AID 651819; in the data active = activity change below about -30%; note: % is set by controls: 0 for no effect and ±100 for the full control effect
#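 Enzyme 40 or 20 nM (batch-dependent) in Tris pH 7.4/KCl/MgCl2/DTT; cpd 76 uM single point; ATP 10 uM; 30 min 37 °C; Transcreener ADP HTRF detection, 30 min RT; ratio 665/615.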
# WRN inhibitor: blocks human WRN helicase. Q14191. WRN helicase unwinding, fluorescent forked duplex, kinetic. Potency, µM (series often up to 114 µM), without a hit: top-dose activity change, negative = inhibition, hits mostly inhibitors. hit rate 0.46% among 360,000. AID 651768; note: potency is the fitted concentration of half-maximal effect; % is set by controls: 0 for no effect and ±100 for the full control effect; nearly all actives have a fitted effect of over 55% in size
#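 WRN at 20 nM final was preincubated with compound for 15 min at room temperature; reaction started with 100 nM forked duplex oligonucleotide carrying fluorophore and quencher plus 2 mM ATP (final). Unwinding followed kinetically by red fluorescence (ex 525/em 598 nm).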
# IL2 activator: activators of IL-2 | IL-2 activation reporter assay, cell-based qHTS; stimulated with anti-CD3/CD4/CD28 beads; in transgenic mouse T cells | activation, % (series mostly up to about 46 µM) | hit rate 0.065% among 360,000 | AID 652025; in the data active = activation above about 50%; inconclusive = mostly about 30% to 49%; note: 0% is about no effect
#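 Screening format: compound pinned onto unstimulated transgenic mouse T cells, 60 min incubation, then anti-CD3/anti-CD4/anti-CD28 bead stimulation for 18 hours at 37 degrees C, followed by EGFP and DsRed detection.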
# PLK1 PBD inh: PLK1 (human) polo-box domain binding inhibition; Potency, µM, inactives show max response, negative = inhibition, hits mostly inhibitors; hit rate 2.8% among 360,000; P53350; Plk1 PBD binding of FITC phosphopeptide, fluorescence polarization; AID 720504; note: potency is the fitted concentration of half-maximal effect; series mostly up to about 57 µM; % is set by controls: 0 for no effect and ±100 for the full control effect; nearly all actives have a fitted effect of over 65% in size
# * marks the source's active call; other numbers are inactive results; u = inconclusive; x = no result given; [ ] = remark or other dose. Unless noted, calls come from the whole dose curve; as a rule, active = well fitted curve in the direction sought with a large enough effect; inconclusive = small, poorly fitted or top-dose-only effect, or another doubt; inactive = no such curve, though single readings can be large; an effect the other way counts as inactive or inconclusive.
entry	SMILES	PI5P4K alpha inh	EPAC1 antag	EPAC1 agonist	EPAC2 ag	CCT modulator	WRN inhibitor	IL2 activator	PLK1 PBD inh
1	COC(=O)c1c(NC(=O)COC(=O)CCNS(=O)(=O)c2ccccc2)sc(C)c1C	10	-9%	u	-5%	-0.9	-8%	-0.5	-1%
2	COc1cc(C(=O)NC(C)c2ccc3ccccc3c2)cc(Cl)c1O (stereo not given)	-8	u	7%	5%	-1.8	-9%	0.5	-5%
3	COc1ccc(-c2ccc(C#N)c(SCC(=O)NCc3ccco3)n2)cc1OC	-5	-13%	-6%	-5%	-21	-13%	-2.9	-5%
4	COCn1c(-c2ccc(OC)c(OC)c2)nc2ccccc21	-2	12%	1%	-1%	0.0	9%	-1.6	3%
5	COc1ccc(N=c2sc3ccccc3n2C)cc1	x	-2%	24%	18%	1.2	-15%	-2.2	-10%
6	COc1ccc(CN2CCN(c3ccccc3OC)CC2)cc1OC	0	-16%	11%	15%	-2.4	11%	0.2	-9%
7	CN1CCc2c(OCC(=O)NC3CCCCC3)cccc2C1=O	3	-5%	5%	2%	-0.1	-3%	-1.3	0%
8	CCOC(=O)c1ccc(NC(=O)Nc2cccc(C)n2)cc1	-1	-16%	-8%	-5%	0.0	3%	0.4	5%
9	CCOC(=O)[C@@H]1C(c2c(OC)cc(OC)cc2OC)=NO[C@@H]1C(=O)OCC	-1	-22%	2%	-4%	1.8	2%	-2.1	-2%
10	O=C(CSc1nc2scc(-c3ccccc3)c2c(=O)[nH]1)N1CCOCC1	3	-18%	-21%	6%	0.2	-32%	0.0	-3%
11	CCN(CC)C(=O)CSc1nc2cc3c(cc2c(=O)n1Cc1ccco1)OCO3	4	-7%	-8%	6%	-34*	0%	0.9	2%
12	Cc1ccccc1-n1c(-c2ccncc2)n[nH]c1=S	-13	-10%	4%	0%	-0.1	-27%	0.8	-16%
13	Cc1cc(C)cc(NC(=O)NCC(O)COc2ccc([N+](=O)[O-])cc2)c1 (stereo not given)	5	-14%	-8%	8%	-0.7	-5%	0.7	-2%
14	CC(NC(=O)/C(C#N)=C/c1ccco1)c1ccccc1 (stereo not given)	-10	-11%	1%	6%	-9.3	2%	-0.2	-4%
15	Cc1ccc(S(=O)(=O)N2CCC(=O)N(CCOC(=O)NCc3ccccc3)CC2)cc1	1	-7%	8%	-2%	-1.5	-6%	1.8	2%
16	COc1ccc(S(=O)(=O)N2CCCCC2)cc1NC(=O)c1ccc(Cl)nc1	0	2%	12%	0%	-0.5	-14%	-0.7	-2%
17	C=CC[n+]1c(-c2ccc(C)cc2)csc1Nc1ccc(NC(C)=O)cc1	2	-11%	-10%	-9%	-0.3	-3%	-0.2	-4%
18	Cc1ccc(C(C)NC(=O)c2ccco2)cc1 (stereo not given)	x	-3%	4%	12%	-1.8	7%	-2.4	-4%
19	CC1(C)CN(c2ccc(-c3ccnc4ncnn34)cc2)C1=O	-1	-6%	-7%	-4%	-3.5	4%	-1.2	0%
20	O=C1C=C(O)CC(c2ccc(Cl)cc2)C1 (stereo not given)	-22	7%	1%	0%	-2.0	-7%	-1.8	-20%
21	C/C(=N\NC(=O)c1cc(C2CC2)nc2ccccc12)c1ccc(C)s1	2	-16%	-3%	3%	0.2	1%	-0.4	2%
22	COc1ccc(CNC(=O)c2nnn(CC(=O)Nc3cc(C)cc(C)c3)c2N)cc1	1	-1%	-7%	8%	0.6	4%	0.6	-2%
23	COc1ccc(NC(=O)CC2C(=O)NCCN2C(=O)c2ccccc2)cc1 (stereo not given)	1	10%	-8%	0%	0.2	6%	-2.0	3%
24	CSc1nc(-c2ccccc2)[nH]c(=S)c1C(C)=O	-21	-14%	0%	-3%	-0.5	-3%	-0.3	-16%
25	CCOC(=O)C1CCN(C(=O)CN2C(=O)C(CC)Oc3ccccc32)CC1 (stereo not given)	x	15%	-5%	7%	0.7	-15%[57.1 µM]	2.3	0%
26	CCCCC(=O)Nc1nc2c(OC)cc([N+](=O)[O-])cc2s1	2	u	3%	-4%	0.8	2%	-0.5	-2%
27	O=C(CSc1nnc2ccccn12)Nc1ccccc1C(=O)O	-7	-2%	6%	3%	0.6	3%	-1.5	-2%
28	C/C=C(\C)C(=O)N1CCC(C(=O)c2ccccc2)CC1	-2	0%	1%	-2%	-1.6	4%	0.1	0%
29	CC(OC(=O)CCc1nc2ccccc2c(=O)[nH]1)C(=O)NC1CCCC1 (stereo not given)	-14	-8%	-2%	-6%	0.7	-16%[57.1 µM]	1.9	15%
30	Cc1ccc(C(=O)c2c(NC(=O)CSc3nnc(N)s3)sc3c2CCCC3)cc1	-22	6%	20%	-3%	-2.4	-2%[57.1 µM]	-0.7	-6%
31	Cc1ccc(S(=O)(=O)N[C@@H](C)C(=O)OCC(=O)N2c3ccccc3NC(=O)C2(C)C)cc1	5	6%	9%	4%	1.6	-10%	1.4	-5%
32	Cc1ccsc1CN1CCN(c2ccccn2)CC1	x	11%	6%	-6%	0.5	9%	-1.5	-8%
33	CCOC(=O)c1ccc(NC(=O)Cn2ccc([N+](=O)[O-])n2)cc1	-7	12%	-3%	-2%	3.5	1%	0.5	-4%
34	Cn1c(Cc2ccccc2)n[nH]c1=S	3	-13%	-8%	3%	-3.3	7%	-0.3	-2%
35	COCC(C)n1c(=O)sc2ccccc2c1=O (stereo not given)	6	-1%	-3%	11%	1.3	-11%	-3.1	-8%
36	CC(=O)NS(=O)(=O)c1ccc(NS(=O)(=O)c2ccccc2[N+](=O)[O-])cc1	-3	-5%	-1%	5%	1.6	0%	-2.6	1%
37	COC(=O)CCC(=O)c1oc2ccccc2c1N	-3	2%	-1%	2%	-4.3	3%	-4.6	-7%
38	Cc1cc(Cl)c(S(=O)(=O)N2CCCC2)cc1OCC(N)=O	1	-27%	2%	1%	-0.1	-6%	-3.0	-9%
39	COC(=O)c1cccc(NC(=O)COC(=O)CSc2nc(C)cc(C)n2)c1	x	6%	4%	3%	-2.0	-3%	-0.7	-4%
40	Cc1ccccc1OCCNCC(C)O (stereo not given)	6	u	-2%	6%	-3.3	-9%	-0.4	-6%
41	CN1CCN(NC(=O)/C=C/c2ccc(C(C)(C)C)cc2)CC1	1	0%	-8%	-5%	-1.4	4%	0.2	-4%
42	CCNC(=O)C1(C)CCN(C(=O)c2ccc(OC)cc2OC)C1 (stereo not given)	-5	-5%	-4%	9%	-2.1	11%[57.1 µM]	1.0	-15%
43	O=c1[nH]c(=S)[nH]c2c1[C@H](CCc1cccc(Cl)c1)O[C@H](C1CC1)C2	-26	-16%	2%	1%	-0.1	0%	-0.5	-2%
44	COc1ccc(CN2CC(=O)N(c3ccc(C)cc3C)C2=S)cc1OC	0	-9%	6%	1%	2.2	-23%	-4.6	u
45	COc1ccccc1NC(=O)c1ccc2c(c1)C(=O)N(Cc1ccco1)C2=O	-3	7%	-15%	-5%	1.3	-3%	1.9	-1%
46	CCN(CC)C(=O)c1ccc(-c2nnc(Nc3ccc(C(=O)N(C)C)cc3)c3ccccc23)cc1	-5	-2%	-12%	-7%	-0.4	-2%	0.6	-25%
47	Cc1cc(Cl)ccc1OCC(=O)Nc1ccncc1	1	20%	1%	9%	1.4	7%	-0.4	-3%
48	COc1cc(-c2nnc(SCC(=O)c3ccc(C)cc3)o2)cc(OC)c1OC	x	1%	15%	12%	-2.1	-12%	-3.3	-9%
49	CN(C)/C(=N\O)c1c(Cl)cccc1Cl	2	-11%	10%	8%	1.4	10%	1.9	-11%
50	C=CCOc1ccccc1C1NC(=O)NC(C)=C1C(=O)NCc1ccccc1 (stereo not given)	x	-27%	8%	9%	0.8	-5%	2.4	-2%
51	CCS(=O)(=O)N1CCC(NC(=O)C(Cc2cc(OC)ccc2OC)NC(C)=O)CC1 (stereo not given)	-1	-7%	3%	8%	0.1	6%	-0.1	-4%
52	CCCn1c(=O)c2ccccc2n2c(SCCOc3ccc(C)cc3)nnc12	x	9%	5%	9%	-8.8	-3%	0.7	-3%
53	CC1(C)Cc2c(sc(NC(=O)COc3ccc(Cl)cc3)c2C(N)=O)C(C)(C)N1	2	-21%	8%	-9%	-0.4	8%	1.9	4%
54	Cc1cc(SCC(=O)c2ccc(Cl)cc2)nc(=O)[nH]1	-23	24%	-5%	-2%	-1.9	0%[57.1 µM]	-0.7	24µM*
55	CN(C)C1=NC[C@H](Cc2ccccc2)N1CCCC1CCCC1	6	6%	-5%	11%	0.8	-34%	-3.6	-6%
56	CC1=C(CCN2CCN(C3CCCC3)C(CCO)C2)C(C)(C)CCC1 (stereo not given)	0	16%	-4%	9%	1.7	4%	-4.1	2%
57	CN(C)S(=O)(=O)c1cccc(C(=O)OCC(=O)NC2CCCc3ccccc32)c1 (stereo not given)	11	-16%	3%	3%	-1.5	-5%	-2.6	-4%
58	C#CCNC(=O)C1=C[C@@H](C)[C@H](CCCO)[C@@H](OCC)O1	-2	5%	-3%	8%	-1.9	5%	-0.2	-16%
59	O=C(COc1ccc(Br)cc1)NCCNC(=O)c1ccncc1	0	8%	8%	4%	-0.7	-23%	-4.6	-5%
60	Cn1cccc1/C=N/NC(=O)c1ccccn1	-12	3%	1%	5%	-4.1	1%	-4.6	24µM*

# Further entries:
entry	SMILES	PI5P4K alpha inh	EPAC1 antag	EPAC1 agonist	EPAC2 ag	CCT modulator	WRN inhibitor	IL2 activator	PLK1 PBD inh
61	COc1ccc(NC(=O)Nc2ccc(F)c(F)c2)c(OC)c1	5	-20%	-7%	-3%	-0.2	0%	0.5	-16%
62	Cc1ccccc1NS(=O)(=O)c1ccc(NC(=O)c2ccco2)cc1	1	-1%	1%	3%	0.9	-4%	-1.4	1%
63	Cc1ccc(-c2cc(C(F)(F)F)n3ncc(C(=O)NCc4ccco4)c3n2)cc1	5	1%	6%	0%	-0.5	-30%	-1.4	-3%
64	COc1ccc(-c2cc3c(=O)n(CC(=O)NCc4cccnc4)nc(C)n3n2)cc1	-6	-26%	6%	6%	-0.4	-18%	-1.7	-14%
65	CSCCC1NC(=O)N(CC(=O)Nc2ccc(-c3ccccc3)cc2)C1=O (stereo not given)	1	u	-3%	2%	0.3	2%	-1.6	-7%

# Whole records as entered above. Order of screens: PI5P4K alpha inh | EPAC1 antag | EPAC1 agonist | EPAC2 ag | CCT modulator | WRN inhibitor | IL2 activator | PLK1 PBD inh
# Cc1ccccc1NS(=O)(=O)c1ccc(NC(=O)c2ccco2)cc1 across the screens: 1 | -1% | 1% | 3% | 0.9 | -4% | -1.4 | 1%
# Cc1ccc(-c2cc(C(F)(F)F)n3ncc(C(=O)NCc4ccco4)c3n2)cc1 across the screens: 5 | 1% | 6% | 0% | -0.5 | -30% | -1.4 | -3%

# Some of the compounds tested; the hit share may differ from the screen's.
